Compound activity from PubChem BioAssay.
D2 antagonist: antagonizes the human D2 dopamine receptor. P14416. HEK293 TREx D2 cells, calcium flux, dopamine EC80. inhibition, % at 10 µM. 2% of 340,000 active. AID 485344; in the data active = inhibition above about 30%; note: 0% is about no effect
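Calcium mobilization kinetics were recorded at 1 s intervals in tetracycline-induced HEK293 T-REx D2 cells, first for 180 s after compound addition and then 180 s after EC80 dopamine.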
D2 agonist: D2 dopamine receptor (human) agonism; P14416; HEK293 T-REx D2 cells, calcium flux agonist mode; activation, % at 2 µM; 0.53% of 340,000 active;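 active = activation over 3 SD above normal in the single-dose calcium agonist read, cut at about 30% in these data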; note: 0% is about no effect
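In this primary screen, compounds producing a positive calcium signal within 180 s of addition to tetracycline-induced, force-coupled HEK293 Trex D2 cells are flagged; cells are dye-loaded with a no-wash calcium kit beforehand.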
D2 PAM: positively modulates the human D2 dopamine receptor allosterically; HEK293 T-REx D2, calcium flux, EC20 dopamine potentiation; P14416; 0.34% of 340,000 active; potentiation, % at 10 µM;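 active = potentiation over 3 SD above the plate norm, cut at about 30% in these data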; note: 0% is about no effect
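Tetracycline-induced Hek293 Trex D2 cells, force-coupled to calcium, loaded with no-wash calcium dye. Compound added with 180 s kinetic read for agonism, then EC20 dopamine and a further 180 s read for potentiation.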
RXFP1 antagonist: blocks the human relaxin receptor RXFP1. HEK293-RXFP1, relaxin-stimulated cAMP HTRF, 30 min; stronger effect = lower value. Q9HBX9. activity change, negative = inhibition, % at 57.5 µM. 0.59% of 350,000 active;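 active = activity change of -60% or lower, but not beyond a set lower limit; inconclusive = change between -60% and -40%, or beyond the set limit; inactive = change above -40%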; note: % is set by controls: 0 for no effect and ±100 for the full control effect
Target sequence (Q9HBX9 whole entry, looked up): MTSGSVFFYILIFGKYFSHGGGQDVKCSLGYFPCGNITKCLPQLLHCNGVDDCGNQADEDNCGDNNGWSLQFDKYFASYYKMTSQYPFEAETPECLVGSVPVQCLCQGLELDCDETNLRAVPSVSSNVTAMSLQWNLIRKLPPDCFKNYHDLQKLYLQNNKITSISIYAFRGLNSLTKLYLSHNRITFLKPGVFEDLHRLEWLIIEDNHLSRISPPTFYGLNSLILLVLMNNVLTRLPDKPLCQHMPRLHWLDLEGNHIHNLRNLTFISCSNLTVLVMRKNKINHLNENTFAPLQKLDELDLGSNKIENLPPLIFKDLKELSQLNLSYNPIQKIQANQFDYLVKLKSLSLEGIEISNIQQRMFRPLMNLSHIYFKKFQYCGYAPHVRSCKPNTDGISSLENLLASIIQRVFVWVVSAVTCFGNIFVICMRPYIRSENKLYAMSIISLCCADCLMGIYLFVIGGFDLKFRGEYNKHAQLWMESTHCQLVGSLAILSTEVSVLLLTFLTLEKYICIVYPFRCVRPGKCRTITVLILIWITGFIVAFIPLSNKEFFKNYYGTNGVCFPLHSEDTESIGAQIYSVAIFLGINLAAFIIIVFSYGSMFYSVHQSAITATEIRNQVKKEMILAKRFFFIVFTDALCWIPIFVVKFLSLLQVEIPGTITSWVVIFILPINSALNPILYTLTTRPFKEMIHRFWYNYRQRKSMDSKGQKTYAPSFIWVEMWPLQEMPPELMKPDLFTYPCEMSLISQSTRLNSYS
D1 antag: antagonists of human D1 dopamine receptor; P21728; HEK293 TREx D1 cells, calcium flux, dopamine EC80; stronger effect = lower value; activity change, negative = inhibition, % at 10 µM; 3.2% of 360,000 active; in the data active = activity change below about -30%; note: % is set by controls: 0 for no effect and ±100 for the full control effect
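Using tetracycline-induced force-coupled D1 Hek293 cells and a calcium dye, signals were followed for 180 s after compound, then for 180 s after EC80 dopamine, to detect inhibitors.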
TRHR ag: agonists of human TRH receptor; AID 493084; P34981; TRHR cells, calcium flux fluo-8, FDSS agonist mode; activation, % at 2 µM; 0.18% of 360,000 active; note: 0% is about no effect
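Read-out: compound-evoked intracellular calcium rise in TRHR cells, fluo-8 dye, kinetic FDSS fluorescence at 1 s/cycle following a 10-cycle baseline. Cells cultured overnight before dye loading (30 min–1.5 h, RT).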
D1 ag: human D1 receptor agonism. P21728. HEK293 T-REx D1 cells, calcium flux, agonist mode. activation, % at 2 µM. 1% of 360,000 active; note: 0% is about no effect
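Inducible HEK293 T-REx D1 cells, force-coupled to calcium signalling, were plated at 4000 cells/well with tetracycline and held overnight at 30 C. After no-wash calcium dye loading, compound-evoked calcium rise over 180 s flagged agonists.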
TRHR enhancer: allosteric enhancers of human TRH receptor. TRHR cells, fluo-8 calcium fluorescence, EC20 TRH enhancement. enhancement, % at 2 µM. 0.66% of 360,000 active. P34981. AID 493056; in the data active = enhancement above about 30%; note: 0% is about no effect
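Enhancer read-out: after compound pinning and an initial kinetic agonist-mode read, an EC20 of TRH (10 nM final) was injected and fluo-8 calcium signal (Ex 480/Em 530) followed at 1 s/cycle for 100 cycles in TRHR-expressing cells.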
D1 potentiator: potentiators of human D1 dopamine receptor | 0.036% of 360,000 active | HEK293 TREx D1 cells, calcium flux, dopamine EC20 potentiation | potentiation, % at 10 µM | AID 504651 | P21728; in the data active = potentiation above about 30%; note: 0% is about no effect
* marks the source's active call; other numbers are inactive results; ? = inconclusive; · = not tested or not shown; & = joins results of further samples. Cut-off read from the data, not from the text of the source, unless noted: active = activation above about 30%; inactive = the rest.

SMILES	D2 antagonist	D2 agonist	D2 PAM	RXFP1 antagonist	D1 antag	TRHR ag	D1 ag	TRHR enhancer	D1 potentiator
Cc1nn(CCCC(=O)Nc2cnn(Cc3ccc(F)cc3)c2)c(C)c1[N+](=O)[O-]	-6	0.0	-4	1	2	0.3	-1	-3	-6
CCc1ccccc1NC(=S)N(CCCN1CCOCC1)Cc1cccs1	14	0.4	-22	-7	-17	-0.5	0	-8	-7
O=C(CN1C2=NCCCN2c2ccccc21)c1ccc([N+](=O)[O-])cc1	5	2.6	-8	-8	-3	0.7	1	9	-4
Cc1ccc(NC(=O)COC(=O)c2ccc3c(c2)OCO3)c(C)c1	8	0.2	3	1	-9	-0.6	3	0	-4
COc1ccc(NC(=O)c2c(-c3ccccc3)c(-c3ccccc3)nn(C)c2=O)c(OC)c1	·	-0.6	5	-17	10	-2.5	3	-1	3
CCOC(=O)C1=C(C)C(c2ccc(OC)cc2)NC(=O)N1 (stereo not drawn)	·	·	·	11	-7	-0.1	2	-4	-2
CCCCN(C)CC(O)Cn1cc(/C=C/C(=O)c2ccc(OC)c(OC)c2)c2ccccc21 (stereo not drawn)	·	20	-5	·	-7	22	63*	-5	-3
N#Cc1c(Oc2ccc3ccccc3c2)sc(C(=O)c2ccccc2)c1N	-1	0.6	16	-5	5	0.4	4	4	-1
Cc1ccc(S(=O)(=O)Nc2nc3ccc(S(C)(=O)=O)cc3s2)cc1	3	0.6	17	10	27	0.1	4	1	0
CC(=O)N1CCN(C(=O)CSc2nnc(C)n2-c2ccccc2)CC1	-2	1.1	-4	3	-11	0.0	2	-2	-5
O=C(NC(Nc1ccc(F)cc1)(C(F)(F)F)C(F)(F)F)c1cccnc1	-10	0.5	-9	-3	-13	0.7	2	10	1
O=C(O)c1cc(-c2cccs2)nn1-c1cccc(Cl)c1	-19	0.7	6	2	-14	-0.7	5	-11	1
Cc1cccc(CCN2CCN=C2Nc2ccccc2)c1	20	26	-18	·	-40*	19	46*	-11	0
CCNc1nc(NCC)nc(N(C#N)C(C)C)n1	7	-0.1	9	9	-3	0.0	2	0	-3
O=C(O)c1cc(-c2ccncc2)nc2ccc(F)cc12	-5	0.4	1	·	-11	0.5	5	-6	1
Cc1cccc(N2CCN(C(=O)c3cnn(-c4ccccc4)c3C3CCN(C(=O)OC(C)(C)C)CC3)CC2)c1C	·	-1.3	3	-18	-12	-0.2	0	9	4
CN(C)S(=O)(=O)c1ccc2c(c1)nc(CCC(=O)Nc1ccc(N3CCOCC3)cc1)n2C	-13	0.7	15	2	-5	0.0	3	7	1
Cc1onc(-c2c(F)cccc2Cl)c1C(=O)OCC(=O)NC(c1ccccc1)c1ccccc1	-10	-0.6	5	10	·	1.0	9	15	-3
c1ccc(C2=Nc3ccccc3OC2)cc1	-5	-0.1	7	9	-8	0.4	0	5	-1
Cc1ccccc1-n1cc(CNCc2c(C(=O)N(C)C)nc3ccc(Cl)cn23)cn1	1	0.1	-1	3	-3	-0.4	0	-10	6
CCc1ccc2c(c1)C(=O)C[C@]1(CCC[C@H](C)C1)O2	0	-0.3	0	·	-9	0.8	1	-3	-1
CC(=O)NC1CC2CCCC(C1)N2CC(=O)N1CCCc2ccccc21 (stereo not drawn)	-19	-1.6	1	10	-12	-0.6	1	5	-1
O=S(=O)(Nc1cccc(-c2ccc(N3CCOCC3)nn2)c1)c1cc(C(F)(F)F)ccc1Cl	·	-0.5	24	·	-4	0.0	0	20	2
CCOC(=O)CCc1cc(F)c(S(=O)(=O)N2CCN(S(=O)(=O)c3ccc4c(c3)OCCO4)CC2)cc1F	·	·	·	·	13	-0.5	3	3	-3
O=C(O)c1cc(N2C(=O)C3C4C=CC(C4)C3C2=O)ccc1N1CCOCC1 (stereo not drawn)	-5	-1.6	0	-18	-4	0.4	0	0	6
Cc1ccc(-c2nc(-c3cc4cccc(OCc5cccc(C)c5)c4oc3=O)no2)cc1	·	·	·	·	12	2.6	5	0	-1
Cc1[nH][nH]c(=O)c1C(c1ccc(-c2ccc(Cl)c(Cl)c2)o1)c1c(C)[nH][nH]c1=O	6	0.2	-3	·	-7	3.2	2	-18	1
CC(Oc1ccc2ccccc2c1)C(=O)NNC(=S)NC(=O)c1ccco1 (stereo not drawn)	11	7.1	-12	·	-23	4.9	50*	-1	-3
Cc1nnc(NC(=O)Oc2ccccc2)s1	14	0.2	-3	-22	-19	-0.6	0	2	1
Cc1cc(/C([O-])=C(/C(=S)Nc2ccc(F)cc2)[n+]2ccccc2)c(C)n1-c1ccc(F)cc1	-8	0.4	0	-4	-16	-0.2	0	-3	-3
O=C(COc1ccccc1F)Nc1ccc(C(=O)OCc2cc(=O)n3nc(C4CC4)sc3n2)cc1	·	0.9	12	-5	29	-1.5	6	2	0
Cc1cc2nc(-c3ccc(OCc4ccccc4F)cc3)cc(C(F)(F)F)n2n1	·	0.3	-6	·	4	1.3	-1	-4	-2
CC(=O)c1c(C)n(CCc2ccc(Cl)cc2)c2ccc(O)cc12	18	0.3	1	-6	14	1.1	-1	3	-3
Cc1ccc(/C=C/C(=O)c2ccccc(=O)c2O)c(C)c1	-8	0.8	-9	-30	-4	0.4	2	2	0
COc1ccc(Cn2c(CCC(=O)NCCC(C)C)nc3ncccc3c2=O)cc1	9	-1.8	5	-4	2	-0.2	1	1	-1
CN1CCN(C(=O)c2ccc3c(c2)N(Cc2cccc(Cl)c2)C(=O)c2ccccc2S3(=O)=O)CC1	2	2.8	-19&-19	-15&-1	15&-11	1.6&1.1	6&1	-3&-3	8&-5
COc1cccc(NC(=O)N(CCC(C)C)C2CCN(C(C)C)CC2)c1	·	0.1	·	-9	1	0.4	-1	5	-2
NC(=O)C1CCN(c2cc(N3CCOCC3)ccc2[N+](=O)[O-])CC1	-10	-0.2	0	-2	6	0.2	2	0	-5
CC1C2CC(C(S(=O)(=O)N3CCOCC3)C2=O)C1(C)C (stereo not drawn)	-21	0.3	2	5	-2	-1.0	1	7	-2
O=C(NCc1ccco1)c1ccc(Cn2c(SCc3ccccc3)nc3cccnc32)cc1	·	0.6	-3	-12	-10	0.6	4	9	-3
CCc1cc2ccc(OC)cc2nc1SCC(=O)Nc1cc(C)on1	-12	-0.3	3	-4	28	-0.4	1	6	-10
Cc1ccc(N2CC(C(=O)N3CCC(C(=O)NCCCOC(C)C)CC3)CC2=O)cc1 (stereo not drawn)	-8	-0.4	21	10	1	0.2	0	1	-5
O=C(NC1CC1)C1CCN(C2CCN(C(=O)/C=C/c3ccc(F)cc3)CC2)CC1	11	1.1	-3	?	2	0.0	0	-6	3
COCCNC(=S)NC12CC3CC(CC(C3)C1)C2	-14	0.4	6	-8	6	0.3	2	-2	-13
CCCc1nc(N2CCN(S(=O)(=O)c3ccc(Cl)cc3)CC2)c2c(C)c(C)sc2n1	13	1.1	1	-9	12	1.0	5	5	-2
CCc1nnc(NC(=O)CSc2nc3cccnc3n2Cc2ccccc2)s1	1	0.1	9	0	6	-0.4	2	-3	13
Cn1c(=O)[nH]c(=O)c2c1nc(CN1CCN(c3ccccc3F)CC1)n2Cc1ccc(F)cc1	·	0.8	-21	10	26	-0.8	-1	2	4
CCN(CC)CCNC(=O)CCc1n[nH]c(=O)c2ccccc12	-5	1.2	6	6	0	0.3	4	5	3

One compound at a time, as listed above.
Listed for CCCc1nc(N2CCN(S(=O)(=O)c3ccc(Cl)cc3)CC2)c2c(C)c(C)sc2n1 → D2 antagonist = 13; D2 agonist = 1.1; D2 PAM = 1; RXFP1 antagonist = -9; D1 antag = 12; TRHR ag = 1.0; D1 ag = 5; TRHR enhancer = 5; D1 potentiator = -2
Listed for O=C(O)c1cc(-c2ccncc2)nc2ccc(F)cc12 → D2 antagonist = -5; D2 agonist = 0.4; D2 PAM = 1; RXFP1 antagonist = ·; D1 antag = -11; TRHR ag = 0.5; D1 ag = 5; TRHR enhancer = -6; D1 potentiator = 1
Listed for Cc1cccc(CCN2CCN=C2Nc2ccccc2)c1 → D2 antagonist = 20; D2 agonist = 26; D2 PAM = -18; RXFP1 antagonist = ·; D1 antag = -40*; TRHR ag = 19; D1 ag = 46*; TRHR enhancer = -11; D1 potentiator = 0

(further entries)
SMILES	D2 antagonist	D2 agonist	D2 PAM	RXFP1 antagonist	D1 antag	TRHR ag	D1 ag	TRHR enhancer	D1 potentiator
COc1ccc(/C=C/C(=O)N2CCN(c3ccccn3)CC2)cc1	13	0.3	10	-1	-21	-1.2	1	0	-1
COc1ccc(C(CC(=O)N2CCCC2)c2c(O)cc(OC)cc2OC)cc1 (stereo not drawn)	·	·	·	·	-11	-0.5	3	-1	-8
CCCCSCCCNC(=O)CN1C(=O)c2cccnc2Oc2ccc(Cl)cc21	·	-2.5	-3	-22	-22	-0.9	3	3	-2
COc1ccc(OC)c(NC(=O)CN2C(=O)c3ccccc3S2(=O)=O)c1	3	0.3	-11	1	19	-0.2	2	1	-1
CC(C)Cn1c(CN(C)Cc2ccccc2)nc2c1c(=O)n(C)c(=O)n2C	14	-0.4	-2	9	8	-1.3	2	8	-12
CCc1nnc(NC(=O)C23CC4CC(CC(C4)C2)C3)s1	2	0.2	1	-5	-17	0.6	5	4	-14
N#CC1(Nc2cccc(Br)c2)C(=O)Nc2ccccc21 (stereo not drawn)	-14	0.9	1	24	-17	-1.5	53*	8	0
COc1ccc(C(=O)NNC2=C(C(=O)C(F)(F)F)CCC2)cc1	-5	0.0	-10	-3	4	0.2	1	-5	-8
Cc1c(N(C(=O)Nc2ccccc2)C2=NCC(C)S2)c(=O)n(-c2ccccc2)n1C (stereo not drawn)	-2	0.4	-3	-14	0	0.6	2	7	13
CCOC(=O)Cn1c(=N)n(CCOc2ccc(Br)cc2)c2ccccc21	10	3.1	-7	-34	-22	2.9	51*	2	-2
COc1ccc(NC(=O)c2c(N)no[n+]2[O-])c(OC)c1	0	0.4	11	-10	58	-1.0	0	3	5
CCN(CC)c1ccc(N)cc1S(=O)(=O)Nc1ccccc1OC	-3	-3.8	-6	-9	-32*	-2.9	1	5	-17
CCc1cc(C(=O)c2ccc(OC)cc2)c(NC(=O)CC(C)(C)CC(=O)O)s1	-10	-1.5	-2	·	-22	-0.6	1	-2	2
CNS(=O)(=O)c1cccc(C(=O)OCC(=O)c2ccc[nH]2)c1	-56	0.5	11	4	-19	0.2	9	8	·
C/C(=N/NS(=O)(=O)c1ccc(CC(C)C)cc1)c1ccncc1	9	1.2	12	-12	-28	0.7	14	11	-3
N#CCCN(C1CCCCC1)S(=O)(=O)c1cccc2nsnc12	-1	-3.8	0	0	0	0.2	0	-4	-4
O=C(CN(Cc1ccccc1)C(=O)c1cccc([N+](=O)[O-])c1)Nc1c(Cl)cc(Cl)cc1Cl	2	0.3	-4	-13	-17	0.2	2	-10	6

Random draw from the library. Share with any hit: about 7.3%.
